Bioassay records deposited in PubChem by National Center for Advancing Translational Sciences (NCATS).
AMA1 RON2 block – AMA1-RON2 (P. falciparum) interaction inhibition | Potency, µM (top dose mostly 58.2 µM), for the others: top-dose activity change, negative = inhibition, actives largely listed as inhibitors | AlphaScreen AMA1-biotinylated RON2 peptide binding | 360,000 tested, 0.2% active;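 also: potency is read from the fitted curve at half-maximal effect; 0% = vehicle wells and -100% = peptide control; nearly all actives have a fitted effect of over 45% in size; some results filed as inactive show a strong effect at the top dose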
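AMA1 (3D7) with his tag at 25 nM final met compounds first, then biotinylated RON2 peptide at 25 nM; detection used donor plus acceptor beads, 10 µg/mL apiece, read by AlphaScreen after 30 min at room temperature.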
AmpC inh detg – blocks E. coli AmpC beta-lactamase in detergent assay. P00811. AmpC hydrolysis of nitrocefin, absorbance 480 nm, 0.01% Triton. Potency, µM (highest dose often 114 µM), for the others: top-dose activity change, negative = inhibition, most hits filed as inhibitors. 370,000 tested, 0.041% active. AID 485294;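 also: potency is read from the fitted curve at half-maximal effect; 0% = no-compound wells and -100% = no-enzyme wells; nearly all actives have a fitted effect of over 25% in size; some results filed as inactive show a strong effect at the top dose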
Target sequence (P00811 whole entry, looked up): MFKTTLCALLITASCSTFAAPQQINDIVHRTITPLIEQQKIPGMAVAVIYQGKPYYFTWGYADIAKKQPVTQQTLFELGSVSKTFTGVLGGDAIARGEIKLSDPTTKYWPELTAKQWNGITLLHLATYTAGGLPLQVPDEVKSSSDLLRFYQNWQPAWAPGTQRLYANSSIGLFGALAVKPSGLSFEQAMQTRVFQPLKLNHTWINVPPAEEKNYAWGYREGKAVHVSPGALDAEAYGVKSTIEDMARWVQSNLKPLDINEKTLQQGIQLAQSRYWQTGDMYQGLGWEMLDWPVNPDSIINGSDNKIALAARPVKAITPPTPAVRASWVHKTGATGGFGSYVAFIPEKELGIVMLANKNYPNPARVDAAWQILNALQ
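20 mM phosphate pH 7.0 + 0.01% (detergent screen) or 0.0001% Triton X-100; 5.3 nM AmpC reagent; cpd preinc 15 min RT; nitrocefin (800 uM stock) to start; A480 q20 s × 4 min; Activity was normalised to no-enzyme and no-compound control wells.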
Sm TGR inh – inhibitors of Schistosoma mansoni thioredoxin glutathione reductase; purified TGR, DTNB reduction, TNB absorbance 405 nm; 360,000 tested, 3% active; Q962Y6; Potency, µM (titrated, usually from 114 µM), for inactives: at the top dose activity change, negative = inhibition, usual class: inhibitors; also: potency is read from the fitted curve at half-maximal effect; nearly all actives have a fitted effect of over 60% in size
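TGR 20 nM + NADPH 100 uM (dispensed conc.), cpd preinc 15 min RT; start with NADPH (500 uM addition) then DTNB (15 mM addition). Kinetic TNB absorbance, 405 nm filter. Four-parameter Hill fit across titration.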
FBPA Giardia inh – Giardia lamblia aldolase inhibition | AID 2451 | Potency, µM (titrated, usually from 59.6 µM), for the others: top-dose activity, negative = inhibition, actives largely listed as inhibitors | A8B2U2 | purified Giardia FBPA | 290,000 tested, 0.71% active; also: potency is read from the fitted curve at half-maximal effect; nearly all actives have a fitted effect of over 55% in size
Target sequence (A8B2U2 whole entry, looked up): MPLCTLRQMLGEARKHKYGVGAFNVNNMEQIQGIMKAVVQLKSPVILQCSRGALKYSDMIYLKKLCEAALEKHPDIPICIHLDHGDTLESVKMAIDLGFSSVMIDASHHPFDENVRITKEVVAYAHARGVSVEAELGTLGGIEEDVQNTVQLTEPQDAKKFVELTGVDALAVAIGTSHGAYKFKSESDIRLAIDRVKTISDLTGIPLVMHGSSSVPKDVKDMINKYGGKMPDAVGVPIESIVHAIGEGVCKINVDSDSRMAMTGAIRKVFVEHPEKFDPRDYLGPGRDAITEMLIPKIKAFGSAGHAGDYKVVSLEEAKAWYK
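Giardia FBPA (40 nM reagent) was preincubated 10 min at RT with compound (up to 57.5 uM final), then substrate plus GAPDH/TPI/NAD/arsenate coupling system with diaphorase/resazurin was added; resorufin fluorescence (525/598 nm) was read after 20 min.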
AmpC no deterg – inhibitors of E. coli AmpC beta-lactamase without detergent; P00811; AmpC nitrocefin hydrolysis, absorbance 480 nm, 0.0001% Triton; Potency, µM (highest dose often 57.1 µM), for the others: at the top dose activity change, negative = inhibition, hits mostly inhibitors; 330,000 tested, 0.52% active; AID 485341;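 also: potency is read from the fitted curve at half-maximal effect; plate controls were no compound for no effect and no enzyme for full effect; nearly all actives have a fitted effect of over 20% in size; some results filed as inactive show a strong effect at the top dose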
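20 mM phosphate pH 7.0 + 0.01% (detergent screen) or 0.0001% Triton X-100; 5.3 nM AmpC reagent; cpd preinc 15 min RT; nitrocefin (800 uM stock) to start; A480 q20 s × 4 min; Activity was normalised to no-enzyme and no-compound control wells.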
HCMV inh – human cytomegalovirus inhibition. HFF cells, HCMV-luciferase reporter, 72 h; stronger effect = lower value. activity change, negative = inhibition, % at 57.5 µM. 410,000 tested, 4.5% active. AID 1259415; in the data active = activity change below about -60%; inconclusive = no clear call, values can overlap the other calls; inactive = above about -39%
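Inhibition of viral replication was scored as loss of reporter luminescence in HFFs infected with HCMV-luciferase (MOI 1 PFU/cell) for 72 h; compounds tested at 2 doses, normalized to buffer and Salinomycin controls.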
* = called active by the depositor; u = inconclusive; x = not tested or not shown; & = joins results of further samples; [ ] = another dose, or the depositor's remark. Unless noted, calls follow the shape of the dose curve; as a rule, active = well fitted curve in the direction sought with a large enough effect; inconclusive = small, poorly fitted or top-dose-only effect, or another doubt; inactive = no such curve, though single readings can be large; an effect the other way counts as inactive or inconclusive. Unless noted, % is scaled to controls: 0 for no effect and ±100 for the full control effect.

SMILES	AMA1 RON2 block	AmpC inh detg	Sm TGR inh	FBPA Giardia inh	AmpC no deterg	HCMV inh
C/C(=N\NC(=O)c1ccc(=O)[nH]n1)c1cccnc1	-11%	-10%	-6%	-7%	-9%	-25
C/C(CC(=O)NCc1ccco1)=N\NC(=O)c1ccc(Cl)cc1Cl	64%[activator]	-7%	-11%	x	-22%	11
O=C(COc1ccc(F)cc1)N(Cc1ccc(Cl)cc1)C1CCS(=O)(=O)C1 (centres undefined)	-7%	-16%	-1%	-12%	66%[activator]	60
Cn1c(COc2ccccc2)nnc1SCc1cc(=O)[nH]c2ccccc12	18%	-8%	-13%	1%	-5%	46
COCCNC(=O)CN1C(=O)c2cccnc2Sc2ccccc21	x	1%	-10%	x	x	7
Cc1ccc(S(=O)(=O)N(Cc2ccc(C(F)(F)F)cc2)C(=O)N2CCN(C)CC2)cc1	2%	5%	2%	x	-18%	-3
Cc1cccc(OC(=O)CSc2nnc(-c3cccs3)o2)c1C	x	20%	1%	x	x	15
O=C(CSc1nccc(=O)[nH]1)Nc1ccc(Oc2ccccc2)cc1	9%	-7%	4%	-12%	-34%	-29
CCOC(=O)N1CCN(C(=O)CCN2C(=O)/C(=C\c3ccccc3OC)SC2=S)CC1	-11%	-5%	-33%	x	-16%	x
CCOC(=O)CSc1nc(C)cc(Oc2ccc(=O)n(C)n2)n1	4%	-5%	-12%	0%	4%	-16
Cc1cc(NC(=O)CCC(=O)N(c2ccccc2)C2(C(=O)NC3CCCCC3)CCCC2)no1	0%	-12%	-11%	4%	78%[activator]	-77*
CCc1sc(NC(=O)c2cc3ccccc3oc2=O)nc1-c1cccs1	4%	-12%	2%	3%	-27%	u
Cc1ccc2cc(CN(CCN3CCCC3)C(=O)Nc3ccc(F)cc3)c(=O)[nH]c2c1C	-10%	-1%	-23%	-2%	86%[activator]	-23
CC(C)N(CC#CCC1(O)c2ccccc2-c2ccccc21)C(C)C	-16%	u	-10%	-12%	-22%	-4
NS(=O)(=O)c1ccc(CCNC(=O)c2nc(CS(=O)(=O)c3ccc(Cl)cc3)no2)cc1	-3%	2%	-27%	-4%	-30%	u
COCCn1c(=NC(=O)CSC(C)=O)sc2cc(OC)ccc21	-3%	-15%	1%	3%	1%	3
O=C(c1ccc(F)c(F)c1)N1CCCc2ccccc21	0%	-8%	5%	12%	-9%	-11
CC1=CC(c2ccccc2)n2nc(N3C(=O)C4CC=CCC4C3=O)nc2N1 (centres undefined)	86%[activator]	-4%	u	-6%	-2%	22
O=c1c2ccccc2nc(-c2ccco2)n1Cc1ccccc1	-4%	-10%	50µM*	-3%	x	102
CCOCc1c(C(=O)Nc2ccc3nc(N4CCOCC4)sc3c2)oc2ccccc12	-3%	-4%	-1%	x	139%[activator]	44
O=C1C2C(C(=O)N1/N=C/c1cc(Br)cc([N+](=O)[O-])c1O)C1C=CC2C12CC2 (centres undefined)	-3%	-13%	-9%	-10%	-19%	-4
O/N=C/c1cn(-c2ccc(Cl)cc2)nn1	-3%	-8%	-1%	7%	-11%	-22
CC(=O)Nc1ccc(OCC=C(Cl)Cl)cc1	18%	-3%	1%	12%	-18%	-9
Cc1ccc2nc3c(cc2c1)c(NC(=O)c1ccco1)nn3CC(C)C	6%	-10%	-15%	-5%	-5%	2
COc1cc(C2C(C(C)=O)=C(C)Nc3ncnn32)ccc1O (centres undefined)	5%	-13%	-12%	0%	-19%	57
O=C(CNC(=O)c1ccccc1F)NNC(=O)c1ccccc1O	11%	-9%	-1%	x	-15%	1
CCOc1ccccc1NC(=O)CSc1ccc(-c2ccco2)nn1	-14%	0%	18µM*	x	32µM*	-27
Cc1cccc(NCc2ccccc2O)c1	-6%	-4%	-2%	-6%	-25%	-7
Cc1ccc(Cl)cc1Nc1nn2c(=O)c3ccc(C(=O)NC4CCCCC4)cc3nc2s1	x	-1%	-2%	x	x	-1
COC(=O)c1c[nH]n2c(=O)c(C(C)C)c(C)nc12	-1%	1%	2%	-5%	-6%	21
Cc1cc(C(=O)NC2CC(C)(C)Cc3c2cnn3-c2ccc(F)cc2)no1 (centres undefined)	12%	4%	6%	x	45%	56
CCOC(=O)C1CCN(c2c(NCCCN(CC)c3ccccc3)c(=O)c2=O)CC1	-4%	-8%	-10%	0%	-9%	x
CCCCNC(=S)N=Nc1c(O)[nH]c2ccccc12	2%	u	11%	0%	-33%	-15
O=C(NCCN1CCOCC1)c1ccc2c(c1)N(Cc1ccccc1F)C(=O)c1ccccc1S2(=O)=O	8%	0%	-1%	4%	114%[activator]	-13
CC(C)(C)OC(=O)N[C@@H](CCCCNC(=O)OCc1ccccc1)c1nnc([C@H](CCCCNC(=O)OCc2ccccc2)NC(=O)OC(C)(C)C)o1	45%[activator]	-6%	-10%	3%	51%	x
CCN(CC)C(=O)c1sc(NC(=O)Cc2cccs2)c(C#N)c1C	u	u	-8%	5%	-13%	-32
COc1cccc(C(=O)C2CCCN(Cc3ccccn3)C2)c1 (centres undefined)	81%[activator]	-9%	-9%	-3%	-4%	46
Cc1cc(C)c2c(n1)SCC(=O)N2CC(=O)Nc1cc(F)ccc1F	12%	u	0%	7%	-27%	0
CCc1nn(C(C)C(=O)N2CCN(c3ccccc3)CC2)c(=O)c2cc3occc3n12 (centres undefined)	-7%	-3%&3%	-1%&-4%	x	100%[activator]	2&-4
CC(=NCc1ccco1)c1c(C(F)(F)F)[nH]n(-c2nc3ccccc3s2)c1=O	9%	2%	-5%	-6%	-15%	u
O=C(C[C@@H]1C/C=C\C[C@H](Cc2ccc(F)cc2)C(=O)OC[C@H]2CCCN2C1=O)NCCO	2%	x	x	x	132%[activator]	-16
Cc1nc2ccccc2c(N)c1C(=O)/C=C/c1ccccc1	-10%	-11%	0%	1%	-28%	-99*
CCN(CC)Cc1c(CC(C)C)oc(C)c1C(=O)O	-7%	-9%	-7%	-2%	-10%	-3
CCOC(=O)c1sc(N=NC2=C(O)CC(C)(C)CC2=O)c(C(=O)OCC)c1C	-5%	1%	2%	3%	-19%	-14
O=C(NCc1ccccc1F)C1CCCN1C(=O)NC1CCCCC1 (centres undefined)	-5%	-3%	1%	4%	-10%	0
COc1ccc(NC(=O)N2CCCC2C(=O)NCc2cccs2)cc1 (centres undefined)	17%	-12%	-1%	-1%	-18%	-5
COc1ccc(-c2nc3c(C#N)c[nH]n3c2NC2CCCCC2)cc1	x	-5%	-2%	x	x	-27
CCOc1cccc(-c2nc3cc(C)ccc3o2)c1	33%[activator]	-14%	u	5%	-5%	67
CCOc1ccc(OCc2ccc(C(=O)NN)o2)cc1	15%	-4%	18%	-1%	-31%	43
CCC(CC)C(=O)NN(C(=O)c1ccncc1)C1CC(=O)N(c2ccccc2)C1=O (centres undefined)	-18%	-1%	12%	3%	3%	23
COc1ccc(OC)c(C(=O)CSc2nnc(-c3cccs3)n2C)c1	-7%	-10%	0%	-12%	-11%	-32
CCN(C(=O)COC(=O)/C(C#N)=C/c1ccc(OC)cc1)C1CCS(=O)(=O)C1 (centres undefined)	-8%	u	1%	x	-9%	-11
Cc1cccc(NC(=O)/C=C/c2ccc([N+](=O)[O-])s2)c1	-14%	1%	-2%	1%	-30%	-98*
C/C(N)=C(/C#N)C(=O)COC(=O)c1cccc(O)c1	-4%	-15%	-5%	-1%	-19%	-30
COc1ccc2[nH]cc(CCn3ccc(O)c(C/C=C/c4ccccc4)c3=O)c2c1	u	0%	0%	-13%	16µM*	8
CCN1CCN(CC(=O)c2ccc(OC)cc2)CC1	-1%	4%	45%[activator]	-2%	-12%	-20
CCC(C)Nc1nc(OC)nc(N(C)C#N)n1 (centres undefined)	13%	u	-11%	1%	-6%	-6
S=c1[nH]nc(COc2ccccc2)n1/N=C/C=C/c1ccccc1	17%[2.32 µM]	-6%	6%	15%	-5%	-20
CN(C)S(=O)(=O)c1cccc(C(=O)c2nccn2C)c1	6%	0%	-20%	-1%	-15%	-3
O=S(=O)(Nc1ccc(-c2csc(-c3ccccc3)n2)cc1)c1ccc(F)cc1	-9%	-1%	15%	-8%	5%	-36

The list continues.
SMILES	AMA1 RON2 block	AmpC inh detg	Sm TGR inh	FBPA Giardia inh	AmpC no deterg	HCMV inh
CCOC(=O)c1nnn(-c2nonc2N)c1COc1c(C=O)cccc1OC	-10%	u	-30%	-2%	-11%	-16
Cn1c(=O)n(CCN2CCOCC2)c(=O)c2c1nc1n2CCCN1c1ccccc1	x	4%	8%	-1%	-6%	x
COc1cccc(NC(=O)N[C@@H](Cc2ccccc2)C(=O)O)c1	3%	3%	-13%	4%	2.2µM*	-35
O=C(C1=NN[C@@H]2C(=O)N(c3cccc(C(F)(F)F)c3)C(=O)[C@H]12)c1ccc2ccccc2n1	0%	-12%	-6%	-1%	-8%	2
Cc1ccc(NC(=O)CSc2nnc(CNC(=O)c3ccco3)o2)cc1	-1%	5%	3%	-8%	-26%	-15
Cc1nnc(SCC(=O)Nc2ccc3c(c2)OCO3)o1	6%	-16%	0%	0%	-5%	-60*
O=C(Nc1ccc(F)cc1)N1CCN(C/C=C/c2ccccc2)CC1	-3%	-2%	2%	5%	27%	-7
CCn1c(NC(C)=O)c(-c2ccccc2Cl)c(=O)c2ccccc21	0%	-7%	6%	10%	-4%	-14
COc1ccc(-c2nc(N)nc(C(F)(F)F)c2-c2csc(C)n2)c(O)c1	5%	0%	8%	0%	1%	0
CCCC[n+]1c(-c2ccc(Cl)cc2Cl)csc1Nc1ccccc1	u	-6%	-12%	-5%	-17%	56
CCN(CC)P(=O)(C(NC(=O)OC)C(F)(F)C(F)(F)C(F)(F)C(F)F)N(CC)CC (centres undefined)	16%	-15%	7%[11.4 µM]	5%	78%[activator]	-39
CCCCOC(=O)C1=C(N)OC2=C(C(=O)CC(C)(C)C2)[C@]12C(=O)N(C)c1ccccc12	-3%	u	0%	0%	-2%	5
CCOC(=O)N1CCN(C(=O)c2ccc(SC)cc2OC)CC1	-2%	5%	-10%	1%	0%	15

Structures above with a COOH group, in the order listed:
SMILES	AMA1 RON2 block	AmpC inh detg	Sm TGR inh	FBPA Giardia inh	AmpC no deterg	HCMV inh
CCN(CC)Cc1c(CC(C)C)oc(C)c1C(=O)O	-7%	-9%	-7%	-2%	-10%	-3
COc1cccc(NC(=O)N[C@@H](Cc2ccccc2)C(=O)O)c1	3%	3%	-13%	4%	2.2µM*	-35

3 entries from above, sorted by molar mass, largest number first.
SMILES	AMA1 RON2 block	AmpC inh detg	Sm TGR inh	FBPA Giardia inh	AmpC no deterg	HCMV inh
COc1ccc(-c2nc(N)nc(C(F)(F)F)c2-c2csc(C)n2)c(O)c1	5%	0%	8%	0%	1%	0
O=C(Nc1ccc(F)cc1)N1CCN(C/C=C/c2ccccc2)CC1	-3%	-2%	2%	5%	27%	-7
Cc1nnc(SCC(=O)Nc2ccc3c(c2)OCO3)o1	6%	-16%	0%	0%	-5%	-60*
